NOD1 NF-kB reporter: inhibition of NOD1-driven NF-kB reporter – cell-based, luminescence, uHTS, primary screen (AID 1578); NOD1-driven NF-kB luciferase reporter cells, luminescence; higher % means a stronger effect; inhibition, % at 4 µM, or EC50 in µM where a hit was titrated; 290,000 tested, 1% active; in the data active = inhibition mostly above about 36%, no sharp cut-off; inactive = mostly below about 34%;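 also: HEK-293T reporter cells stimulated with the NOD1 agonist gamma-tri-DAP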
PMI inhibition: MPI inhibition at elevated mannose 6-phosphate – biochemical, fluorescence intensity, high mannose 6-phosphate, primary screen (AID 1220). recombinant PMI enzyme, coupled fluorescence intensity; higher % means a stronger effect. inhibition, % at 20 µM, or IC50 in µM where a hit was titrated. 190,000 tested, 0.66% active
PMI inhibitors: inhibitors of human PMI, primary screen, biochemical, fluorescence intensity, coupled assay (AID 1209); purified PMI enzyme, coupled fluorescence intensity; higher % means a stronger effect; inhibition, % at 20 µM, or IC50 in µM where a hit was titrated; 190,000 tested, 0.42% active;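 also: plate controls were DMSO vehicle for no effect and wells lacking substrate for full effect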
XIAP displacement: small molecules displacing peptide from XIAP – biochemical, IAP family, fluorescence polarization (AID 1018); XIAP BIR domain, fluorescence polarization peptide displacement; higher % means a stronger effect; 200,000 tested, 0.007% active; displacement, % at 20 µM, or IC50 in µM where a hit was titrated; in the data active = displacement above about 50%; also: a part of the inactive calls stands beside numbers as strong as those of hits
TNAP activation fold: human TNAP enzyme activators, primary screen, biochemical, luminescent, no phosphate acceptor, uHTS (AID 1001) | purified TNAP, luminescent activation assay, no phosphate acceptor; higher activation fold means a stronger effect | activation fold at 20 µM, or EC50 in µM where a hit was titrated | 200,000 tested, 0.03% active; in the data active = activation fold from about 3, or a potency from the dose series; inactive = the rest, 99 in 100 with activation fold below about 1.6; also: many of its hits are not listed in these tables
KOR beta-arrestin-1: kappa opioid receptor activators – cell-based, luminescence, uHTS, primary screen (AID 1777); KOR beta-arrestin recruitment, luminescence; higher % means a stronger effect; activation, % at 10 µM; hits with a dose series show EC50 in µM; 280,000 tested, 0.02% active; in the data active = activation above about 50%, passing the limit was not always enough; also: a part of the inactive calls stands beside numbers as strong as those of hits
NOD2 inhibition: inhibition of NOD2-driven NF-kB reporter – cell-based, luminescence, uHTS, HEK293 (AID 1566); 290,000 tested, 0.63% active; inhibition, % at 4 µM; hits with a dose series show EC50 in µM; HEK293 NOD2/NF-kB luciferase reporter, luminescence; higher % means a stronger effect; also: many of its hits are not listed in these tables
LYP phosphatase: inhibitors of LYP phosphatase, biochemical, fluorescence intensity, uHTS (AID 1779). one-dose inhibition, % at 11.5 µM; IC50 in µM for titrated hits. 290,000 tested, 0.054% active. recombinant LYP phosphatase, fluorescence intensity; higher % means a stronger effect;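 also: plate controls were vehicle with enzyme for no effect and no enzyme for full effect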
KOR beta-arrestin-2: kappa opioid receptor blockers – cell-based, luminescence, uHTS (AID 1778). one-dose inhibition, % at 10 µM; IC50 in µM for titrated hits. KOR beta-arrestin recruitment, luminescence, antagonist mode; higher % means a stronger effect. 290,000 tested, 0.091% active; also: strong numbers were not always called active
* hit, by the source's call; · = not tested or not shown; [ ] = remark or other dose. Rule as the data show it, unless noted: active = inhibition above about 50%; inactive = the rest.

SMILES	NOD1 NF-kB reporter	PMI inhibition	PMI inhibitors	XIAP displacement	TNAP activation fold	KOR beta-arrestin-1	NOD2 inhibition	LYP phosphatase	KOR beta-arrestin-2
CCCc1cc(=O)oc2c(C)c(OCC(=O)c3ccc(N4CCCC4)cc3)ccc12	-11.2%	-36.3%	-31.1%	-7.1%	1	1.6%	-22.6%	1.8%	-21.4%
Cc1cccc(C)c1N1CCN(C(=O)N2CCCCC2)CC1	-22.0%	-100.5%	-59.5%	-3.7%	1.1	-1.8%	11.4%	-4.8%	-3.2%[20 µM]
COc1ccc(Cc2nn3c(-c4ccccc4OC)nnc3s2)cc1	-26.5%	11.4%	11.7%	-0.9%	0.4	0.6%	-12.4%	-3.6%	-26.6%
COC(=O)c1cccc(-n2c(CCC(=O)O)ccc2-c2cccs2)c1	-5.8%	·	·	·	·	2.1%	-4.8%	-0.1%	-13.1%
c1ccc(-c2nc(NCCCn3ccnc3)c3ccccc3n2)cc1	10.1%	11.0%	14.9%	-13.4%	1.1	-2.8%	20.6%	-5.5%	6.5%
C#CCNC(=O)C1=C[C@H](c2coc3ccccc3c2=O)[C@@H](CCCO)[C@H](OCC)O1	-9.7%	13.3%	14.6%	-4.0%	1	5.8%	0.6%	-5.8%	16.7%
COc1ccc([N+](=O)[O-])cc1NC(=O)COC(C)=O	-3.5%	4.9%	-3.3%	-7.2%	1.1	-2.8%	15.2%	-5.2%	9.4%
COc1ccc(C(=O)/C=C/c2ccc(OC)c(COc3ccccc3F)c2)cc1	42.5%	2.2%	9.7%	-6.0%	1.2	-2.7%	3.2%	0.0%	24.4%
COCCNC(=S)N/N=C(\C)c1ccc(-n2ccnc2)cc1	-15.2%	-0.8%	5.2%	-4.1%	1	-3.0%	16.0%	-4.4%	33.8%
CCC(=O)Nc1ccc2c(c1)nc(CCN1CCN(C)CC1)n2C	4.6%	6.8%	2.4%	-2.6%	1	-12.8%	-0.9%	-1.7%	-25.9%
COc1ccc(S(=O)(=O)N2CCN(C)CC2)cc1NC(=O)c1ccccc1C	-28.1%	·	·	·	·	-0.3%	4.8%	-7.1%	-46.6%
Cc1ccc(NC(=O)CCCCCN2C(=O)[C@@H]3Cc4ccccc4CN3C2=O)c(C)c1	-4.7%	·	·	·	·	2.4%	20.2%	-2.9%	26.6%
O=S(=O)(c1cc(Cl)c(Cl)cc1Cl)N1CCN2CCCC2C1 (configuration not stated)	-2.4%	·	·	·	·	0.5%	3.9%	-7.0%	-18.6%
O=C(COC(=O)c1cccc(NS(=O)(=O)c2ccc(F)c(F)c2)c1)NC(=O)NC1CCCCC1	12.0%	5.4%	-8.5%	-6.4%	0.9	8.7%	-13.6%	8.9%	-9.0%
Cc1ccc(S(=O)(=O)Nc2nc3ccccc3nc2NCC2CCCO2)cc1C (configuration not stated)	-13.5%	·	·	·	·	5.8%	6.1%	-6.4%	-6.1%
COc1ccccc1CN1CC(C(=O)NCc2ccc(SC)cc2)CCC1=O (configuration not stated)	-29.1%	·	·	·	·	0.1%	-8.1%	-6.8%	-9.4%
COc1ccc(-c2cc(C(=O)Nc3cc(Cl)ccc3O)no2)cc1	-11.2%	·	·	·	·	-2.2%	10.8%	-6.9%	-33.5%
N#Cc1ccccc1OCc1nnc(-c2ccccc2Br)o1	-9.8%	·	·	·	·	0.8%	-110.1%	-1.3%	-23.4%
CCn1c(=O)n(CC(=O)NC2CCCC(C)C2C)c(=O)c2ccccc21 (configuration not stated)	-8.1%	-8.3%	-3.1%	-0.5%	1.1	-4.4%	11.1%	-11.4%	18.1%
Cc1ccc(CNC(=O)C2CCCN2C(=O)NCc2ccccc2)cc1 (configuration not stated)	-1.8%	3.1%	2.9%	-1.5%	1.1	3.8%	7.2%	-4.3%	-32.7%
COc1ccc(NC(=O)CN2C(=O)COc3ccc(C)cc32)c(OC)c1	-1.0%	·	·	·	·	-8.2%	6.4%	-13.8%	-5.5%[20 µM]
Cc1ccc2c(c1)N(CCC(=O)NCCCN1CCCC1)C(=O)CO2	11.1%	·	·	·	·	-2.3%	-2.5%	-4.6%	-10.1%
CCOc1cc(C)c(S(=O)(=O)NC2CC(C)(C)NC(C)(C)C2)cc1C	-46.2%	-2.4%	-10.7%	-2.8%	1.1	0.7%	-7.9%	-5.8%	-12.9%
Clc1ccccc1-c1nnc(-c2cccs2)o1	-60.0%	6.1%	2.0%	1.6%	1.2	-4.5%	-59.4%	-4.5%	0.7%
O=C(CN1C(=O)NC2(CCCC2)C1=O)N1CCN(C(=O)c2ccco2)CC1	-4.0%	5.1%	-2.3%	-7.8%	1.1	9.0%	5.7%	-1.9%	-28.3%
COc1cccc(NC(=O)CCNS(=O)(=O)c2ccc(Br)s2)c1	23.1%	·	·	·	·	-1.5%	-6.6%	-5.9%	-19.5%
CNCC(=O)Nc1ccc(Cl)c(C(F)(F)F)c1	-40.3%	2.3%	-7.9%	-7.0%	1.1	0.1%	1.0%	-8.6%	-4.6%
COCCN(C(=O)c1ccco1)c1nnc(-c2ccc(F)cc2)s1	-28.6%	2.0%	8.3%	-2.8%	1.1	·	-9.9%	0.9%	-45.6%[20 µM]
Cc1sc2nc(SCC(=O)N(C)c3ccccc3)n(C)c(=O)c2c1C	-11.3%	·	·	·	·	8.7%	-3.6%	-1.9%	-19.3%
Cc1cc(C(=O)N2CCCC(CCC(=O)N3CCN(c4ccccn4)CC3)C2)c(C)o1 (configuration not stated)	-25.2%	6.4%	7.2%	-5.0%	1	-2.0%	14.5%	-5.3%	-5.9%
CCN(CC)CCCNC(CC(=O)Nc1cccc([N+](=O)[O-])c1)C(=O)O (configuration not stated)	-34.0%	-1.9%	-3.5%	-1.0%	1.1	6.3%	9.3%	-8.5%	14.5%
COc1ccc(Cl)cc1-c1n[nH]c(=S)o1	-22.7%	-6.7%	4.7%	-2.0%	1.1	-0.1%	-5.3%	-4.7%	21.7%
Cc1nn(-c2ccccc2)c(Cl)c1CN(C(=O)CCl)c1cccc2ccccc12	·	1.4%	8.0%	-7.2%	1.1	23.4%	·	-0.7%	21.1%
CC1(C)Oc2ccc3ccc(=O)oc3c2/C(=C/Nc2cccc(O)c2)C1=O	-2.9%	4.5%	8.6%	-2.1%	1	-0.9%	8.1%	-3.8%	-36.6%
CCOc1ccc(NC(=O)Cn2nnc(-c3ccccc3NC(=O)CC)n2)cc1	28.3%	13.2%	7.8%	-8.1%	1.1	-7.5%	20.3%	-5.2%	-5.8%
Cc1cc(C)nc(NC(N)=NC(C)c2ccccc2)n1 (configuration not stated)	-50.9%	-6.9%	-1.1%	-3.2%	1.1	-0.4%	-18.2%	-7.0%	-20.9%
O=C(NC1CCCC1)C(c1ccccn1)N(Cc1ccccc1F)C(=O)c1csnn1 (configuration not stated)	-3.5%	·	·	·	·	-1.4%	-4.9%	-10.7%	-10.7%
N#C/C(C(=O)c1ccccc1)=C1/CCCN1	8.1%	2.3%	0.5%	-1.4%	1	0.5%	12.3%	-2.1%	37.5%
Cc1nc2ccccc2c(=O)n1/N=C/c1c(O)ccc2ccccc12	-20.5%	17.6%	-1.1%	-4.1%	1	·	26.6%	-1.0%	-2.9%[20 µM]
COc1ccc(NC(=O)c2cc(C)cc(C)c2)cc1[N+](=O)[O-]	-47.4%	8.6%	5.0%	-6.0%	1	2.1%	13.9%	8.5%	-23.2%
Cn1c(=O)c2c([nH]c(=S)n2Cc2ccc(Cl)cc2)n(C)c1=O	-5.5%	·	·	·	·	·	14.7%	-1.5%	-35.3%[20 µM]
CCN(CC(=O)N1CCOCC1)S(=O)(=O)c1ccc2ccccc2c1	37.0%	·	·	·	·	2.4%	-2.9%	-8.1%	-65.9%[20 µM]
CO/N=C/NC(=O)c1c(OC)ccnc1Oc1ccc(Cl)cc1	-15.8%	2.3%	1.8%	-20.6%	1.1	4.2%	2.2%	1.1%	-3.2%
CC(C)N1CCN(Cc2cn[nH]c2C2CCCCC2)CC1CCO (configuration not stated)	-16.1%	-6.1%	-4.9%	-1.0%	1	-0.2%	3.7%	-8.9%	-30.5%
CCOC(=O)C1(S(=O)(=O)c2ccccc2)CCN(Cc2ccc(Cl)cc2)CC1	11.5%	-4.8%	-8.7%	-3.3%	1	2.6%	-7.1%	-5.6%	-19.2%
CCN1C(=O)C2(C(C#N)=C(N)Oc3n[nH]c(C(C)C)c32)c2ccccc21 (configuration not stated)	-0.4%	7.2%	10.5%	1.2%	1.1	0.2%	11.1%	-1.9%	-55.9%
O=C(CCCN1C(=O)/C(=C/c2ccccc2)SC1=S)Nc1cccc(O)c1	-13.4%	7.3%	13.0%	-1.2%	1	3.9%	-22.4%	8.4%	-11.2%
COC(=O)CCCC(=O)Nc1ccc(Cl)c(Cl)c1	-19.6%	5.4%	4.2%	-6.4%	1.1	-2.7%	17.3%	-3.9%	1.3%
CCOC(=O)CSC1=NC(=O)CS1	-2.5%	14.1%	14.2%	-3.5%	1.4	-3.6%	9.9%	-9.0%	-4.0%
O=C(O)CCN1C(=O)/C(=C\c2ccc(-c3nc4ccccc4s3)o2)SC1=S	-12.8%	7.1%	19.5%	49.7%	0.6	-5.8%	-65.5%	12.8%	-2.5%
CCOc1ccc(Br)cc1/C=N/NC(=O)c1ccncc1	-6.7%	14.6%	13.5%	2.2%	1.1	-1.8%	19.3%	-0.8%	-16.9%
Cc1ccc(S(=O)(=O)N2CCCCC2)cc1NC(=S)NC(=O)c1ccco1	-1.2%	·	·	·	·	-0.4%	8.3%	0.8%	28.9%
Cc1noc(C)c1S(=O)(=O)N1CCCC(C(=O)Nc2nccs2)C1 (configuration not stated)	17.5%	12.6%	8.3%	-7.6%	1.1	1.5%	12.8%	-10.2%	-38.2%
COc1ccc(NS(=O)(=O)c2ccc(NC(=O)c3ccc(N(C)S(C)(=O)=O)cc3)cc2)cc1	38.1%	14.8%	25.6%	-8.5%	1.1	-0.5%	44.3%	-7.7%	15.9%
CCCc1ccc(/C=C2\C(=O)c3ccccc3C(O)=C2C(=O)OCC)cc1	1.3%	2.0%	14.1%	12.8%	1	-5.9%	-15.0%	0.9%	-5.8%
Brc1ccc(OCc2nc3ccccc3[nH]2)cc1	-12.7%	·	·	·	·	-5.4%	-87.9%	-8.7%	-6.7%
Cc1ccc(N=C2NC(=O)c3cc([N+](=O)[O-])ccc32)cc1	-29.3%	6.9%	14.1%	-3.5%	1	-3.9%	-11.3%	-6.8%	-6.4%
O=C(NCc1ccc(Cl)cc1)C1CCN(S(=O)(=O)c2cccc3nonc23)CC1	-35.0%	·	·	·	·	2.0%	11.6%	-3.2%	-3.3%

Shown with values under each structure: 4 of the compounds above.
Results follow in this order: NOD1 NF-kB reporter	PMI inhibition	PMI inhibitors	XIAP displacement	TNAP activation fold	KOR beta-arrestin-1	NOD2 inhibition	LYP phosphatase	KOR beta-arrestin-2
- CO/N=C/NC(=O)c1c(OC)ccnc1Oc1ccc(Cl)cc1
 : -15.8%	2.3%	1.8%	-20.6%	1.1	4.2%	2.2%	1.1%	-3.2%
- CC(C)N1CCN(Cc2cn[nH]c2C2CCCCC2)CC1CCO (configuration not stated)
 : -16.1%	-6.1%	-4.9%	-1.0%	1	-0.2%	3.7%	-8.9%	-30.5%
- CCOC(=O)C1(S(=O)(=O)c2ccccc2)CCN(Cc2ccc(Cl)cc2)CC1
 : 11.5%	-4.8%	-8.7%	-3.3%	1	2.6%	-7.1%	-5.6%	-19.2%
- CCN1C(=O)C2(C(C#N)=C(N)Oc3n[nH]c(C(C)C)c32)c2ccccc21 (configuration not stated)
 : -0.4%	7.2%	10.5%	1.2%	1.1	0.2%	11.1%	-1.9%	-55.9%

Some of the compounds tested; the hit share may differ from the screen's.
